# DAGLB inh – DAGLB lipase inhibitors, primary screen, biochemical, fluorescence, HTS; Diacylglycerol lipase-beta (Homo sapiens), Q8NCG7; HEK293T DAGLB membrane lysate, EnzChek fluorogenic substrate; inhibition, % at 5.17 µM; hit rate 0.059% among 340,000; AID 504411, 2011; in the data active = inhibition above about 34%;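 note: 0% = enzyme with vehicle and 100% = wells lacking enzyme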
# NSD2 HMT inh – NSD2 histone methyltransferase inhibitors, primary screen, biochemical, AlphaScreen, single concentration, set 2; hit rate 0.54% among 310,000; NSD2 peptide methylation, 120 min; inhibition, % at 12.5 µM; Histone-lysine N-methyltransferase NSD2 (Homo sapiens), O96028; in the data active = inhibition above about 50%
# PKA-R2B activ – activators of PKA-R2B holoenzyme, primary screen, biochemical, fluorescence polarization, Cy5-IP20, human; AID 504700, 2011; hit rate 0.079% among 340,000; activation, % at 11.4 µM; cAMP-dependent protein kinase catalytic subunit beta (Homo sapiens) + cAMP-dependent …; PKA-R2B holoenzyme dissociation; R2B truncated from residue 108, S112A mutant; 0% DMSO only, 100% 113 µM cGMP;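 active = activation above a cutoff set at the mean over all compounds plus 3 SD, cut at about 18% in these data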;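 note: higher means more holoenzyme dissociation and a rise in polarization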
# An asterisk follows results filed as active.
no.	Structure	DAGLB inh	NSD2 HMT inh	PKA-R2B activ
1	COc1cc(C=C2CN(C)C(=O)C2=O)ccc1O	4	13	-8
2	O=C(O)c1cocc1C(=O)O	3	22	7
3	COc1ccc(NC(=O)CN2C(=O)NC(C)(c3ccccc3)C2=O)cn1 (stereo not drawn)	0	1	-4
4	COc1ccc(C)cc1N1CC(C(=O)Nc2cccc(C(=O)NC3CC3)c2)CC1=O (stereo not drawn)	-2	-3	-8
5	COc1ccc(C(=O)c2ccccc2)cc1CN1CCOCC1	0	1	-3
6	Nc1ccc(N2N=C(N3CCCC3)CC2=O)cc1	2	3	-3
7	Cc1ccccc1C(=O)NNS(=O)(=O)c1ccc(F)cc1	1	8	-10
8	O=C(COC(=O)c1cc(F)c(F)cc1Cl)NC1CCCCCC1	-6	-2	-5
9	Cn1c(N)c(C(=O)COC(=O)C2Cc3ccccc3CN2S(C)(=O)=O)c(=O)n(C)c1=O (stereo not drawn)	-2	-1	-1
10	CC(C)c1nc(SCC(=O)N2CCCCC2)c2c(=O)n(C)c(=O)n(C)c2n1	-3	-1	0
11	COc1ccc(NC2CCCN(C(=O)C3=NNC(=O)CC3)C2)cc1 (stereo not drawn)	-2	-6	3
12	O=C(Oc1ccc[nH]c1=O)C1CC1	-2	-3	4
13	COc1cc(/C=N/NC(=O)c2ccc3nc[nH]c3c2)cc(OC)c1OC(C)=O	0	0	0
14	CN(C)S(=O)(=O)c1cccc(NC(=O)COc2ccccc2C(=O)Nc2ccccc2)c1	-4	-2	1
15	O=C(NCc1ccc(Cl)cc1)N1CCN(C(=O)c2ccccc2)CC1	2	0	5
16	Cc1c([N+](=O)[O-])oc2c1C(=O)NCCC2	-1	-1	0
17	O=C(Cc1ccccc1F)Nc1cccc(S(=O)(=O)N2CCCCC2)c1	0	-3	-3
18	CCCn1c(C)cc(C(=O)CN2C(=O)NC3(CCCCCC3)C2=O)c1C	1	0	5
19	Cc1c(NC(=O)COC(=O)c2cccc(F)c2)c(=O)n(-c2ccccc2)n1C	-2	1	0

# Entries from the list above that contain a furan ring, fused or not:
no.	Structure	DAGLB inh	NSD2 HMT inh	PKA-R2B activ
2	O=C(O)c1cocc1C(=O)O	3	22	7
16	Cc1c([N+](=O)[O-])oc2c1C(=O)NCCC2	-1	-1	0

# Compound profiles (already shown):
# COc1cc(C=C2CN(C)C(=O)C2=O)ccc1O is entered as DAGLB inh = 4; NSD2 HMT inh = 13; PKA-R2B activ = -8
# COc1ccc(NC(=O)CN2C(=O)NC(C)(c3ccccc3)C2=O)cn1 (stereo not drawn) is entered as DAGLB inh = 0; NSD2 HMT inh = 1; PKA-R2B activ = -4
# Nc1ccc(N2N=C(N3CCCC3)CC2=O)cc1 is entered as DAGLB inh = 2; NSD2 HMT inh = 3; PKA-R2B activ = -3

# Reformatted with one line to a screen: entries from further up.
[1] COc1cc(C=C2CN(C)C(=O)C2=O)ccc1O
[9] Cn1c(N)c(C(=O)COC(=O)C2Cc3ccccc3CN2S(C)(=O)=O)c(=O)n(C)c1=O (stereo not drawn)
screen / no. | 1 | 9
DAGLB inh | 4 | -2
NSD2 HMT inh | 13 | -1
PKA-R2B activ | -8 | -1

# This is a subset (hit frequency here may not be typical).
